HSF1 inh = HSF1 inhibition; hit rate 0.77% among 300,000; activity change, negative = inhibition, % at 7.5 µM (by protocol); NIH3T3-HGL HSE-luciferase, MG132-induced, luminescence 8 h; stronger effect = lower value;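 active means more than half of replicate wells show activity change below -50%, luminescence cut by over half; inconclusive means some wells, but at most half, below -50%; inactive means no replicate well below -50%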;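 further: luciferase reports HSF-1 transcriptional activity via heat shock element; 0% = median of DMSO wells and -100% = zero luminescence signal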
Platelet DG rel = modulates dense granule release in human platelets; human platelet-rich plasma, SFLLRN dense granule ATP release, luminescence; inhibition, %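 (compounds screened at 7.5 µM in platelet-rich plasma)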; hit rate 0.22% among 300,000;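 active means mean replicate score, as percent of positive control, at or above 50; inconclusive means mean below 50 but at least one replicate at or above 50; inactive means mean and every replicate below 50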
HIF act = HIF pathway transcriptional activation. hit rate 0.32% among 300,000. U2OS HRE-luciferase reporter, luminescence; normalized: DMSO 0%, desferrioxamine 100%. activation, % at 7.5 µM (by protocol);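 active means mean activation of at least 10% of the iron chelator positive control signal, with at least half of replicates also reaching 10%; inconclusive means mean and replicate majority disagree about reaching 10%; inactive means mean and most replicates under 10%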
aSyn UTR inh = 5' untranslated region of α-synuclein, MLPCN primary screen; alpha-synuclein 5'UTR reporter, inhibitor activity; inhibition, % (tested at 7.5 µM); hit rate 0.82% among 300,000; AID 1813; in the data active means inhibition above about 60%; inconclusive means no clear call, values can overlap the other calls;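 further: H4 neuroglioblastoma cells stably carrying SNCA 5'UTR luciferase fusion; 0% = DMSO wells and 100% = positive control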
AI-2 QS modul = Vibrio harveyi AI-2 quorum sensing modulation; Vibrio harveyi JMH597 AI-2 luminescence/OD600 ratio, 9 h; stronger effect = lower value; strain lacks LuxN and CqsS sensors; 0 = neutral-control median; activity change, % at 7.5 µM; hit rate 0.4% among 300,000; AID 2094; in the data active means activity change below about -75%, passing the limit was not always enough; inconclusive means no clear call, values can overlap the other calls;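 further: luminescence divided by OD600 gain over 9 h not by final OD600 alone; inactives centre near 13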
HSF1 activator = increases HSF-1 driven luciferase reporter signal; hit rate 1.7% among 300,000; activation, % at 9 µM; NIH3T3-HGL HSF-1 luciferase reporter, MG132, 8 h; 100% = twice DMSO control signal; AID 504408;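 active means mean replicate activation of at least 50% with a set share of replicates each reaching 50%; inconclusive means only one of those two conditions met; inactive means mean below 50% and too few replicates reaching it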;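 further: 0% = median of the neutral control wells and 100% = twice that signal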
KLF5 inh = suppresses KLF5 promoter-driven expression | DLD-1 KLF5 promoter-luciferase reporter, luminescence | inhibition, % at 5 µM | hit rate 0.23% among 290,000 | AID 1700;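 active means inhibition above a per-plate limit of that plate's mean compound inhibition plus 3 SD, cut at about 60% in these data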;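 further: 0% = DMSO wells and 100% = LY294002 at 200 µM; higher means less KLF5 promoter-driven luciferase light; inactives centre near -14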
HSP90 refold inh = blocks HSP90-mediated luciferase refolding in reticulocyte lysate. inhibition, % at 5.6 µM. AID 1789. Rabbit reticulocyte lysate, luciferase refolding luminescence, 3 h. hit rate 0.91% among 290,000;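 active means inhibition above the screen-wide mean plus 3 SD, computed separately per campaign, cut at about 16% in these data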;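 further: 0% = DMSO wells and 100% = 60 µM geldanamycin wells; inhibitors lower the luminescence because luciferase stays unfolded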
HDAC3 inhib = inhibitors of human histone deacetylase 3; O15379; recombinant HDAC3, fluorogenic peptide/trypsin coupled, fluorescence; inhibition, % at 8.3 µM; hit rate 0.15% among 320,000; AID 2718; in the data active means inhibition above about 26%, passing the limit was not always enough; inconclusive means no clear call, values can overlap the other calls
Target sequence (O15379 whole entry, looked up): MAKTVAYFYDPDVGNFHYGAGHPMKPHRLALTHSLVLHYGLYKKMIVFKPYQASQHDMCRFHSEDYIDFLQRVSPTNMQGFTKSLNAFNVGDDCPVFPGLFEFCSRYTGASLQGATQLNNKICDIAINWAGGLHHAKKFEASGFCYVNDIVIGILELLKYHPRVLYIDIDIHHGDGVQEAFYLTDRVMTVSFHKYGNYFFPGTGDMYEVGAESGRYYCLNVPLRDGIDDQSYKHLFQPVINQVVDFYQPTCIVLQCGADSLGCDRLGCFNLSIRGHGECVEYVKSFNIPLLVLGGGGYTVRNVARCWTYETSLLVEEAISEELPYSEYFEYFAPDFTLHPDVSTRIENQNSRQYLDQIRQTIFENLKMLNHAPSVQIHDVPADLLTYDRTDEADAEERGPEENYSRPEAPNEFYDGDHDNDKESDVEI
IEC-6 cytotox = counter-screen for KLF5 inhibitors: cytotoxicity in IEC-6 cells. IEC-6 cytotoxicity, luminescence viability. inhibition, % at 5 µM. hit rate 0.78% among 290,000; in the data active means inhibition above about 22%;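 further: 0% = plate median of test compound wells and 100% = cytotoxic reference compound wells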
Numbers without * were called inactive; ? = inconclusive; nt = no result given.

SMILES	HSF1 inh	Platelet DG rel	HIF act	aSyn UTR inh	AI-2 QS modul	HSF1 activator	KLF5 inh	HSP90 refold inh	HDAC3 inhib	IEC-6 cytotox
COc1cccc(-n2nnnc2SCC(=O)Nc2ccccc2OC)c1	2	nt	1.4	7	8	11	-28	3	-3	-1
CCN(CC)S(=O)(=O)c1ccc(N2Cc3ccccc3C2=N)cc1	3	15	0.1	11	3	-6	-66	1	2	-1
COc1ccc(CNCc2cc(C)c(OC)cc2C)c(OC)c1	-11	-3	-33	8	21	0	-9	2	2	-9
CC(C)Cn1nc(C(=O)OCC(=O)NCC(F)(F)F)c2ccccc2c1=O	3	-1	0.3	-13	30	23	14	3	6	0
COc1ccc2c(C)c(C(=O)O)oc2c1	0	-6	-0.5	0	18	-8	-45	4	-2	-1
O=C(CSc1ccc(-c2ccccc2)nn1)N1CCCc2ccccc21	-11	-30	-0.4	2	24	-14	-28	-2	2	-8
Nc1ccccc1-c1nnn(CC(=O)Nc2ccc3c(c2)OCCO3)n1	5	-7	-0.3	-4	-14	3	-22	5	nt	7
COC(=O)CCCC(=O)N1CCCC(N(C)CCc2ccccc2)C1 (stereo not drawn)	1	2	1.4	-3	3	-6	5	0	1	1
CN(C)c1ccc(-c2nnc(-c3ccccc3F)o2)cc1	23	0	-0.2	-38	-4	46	-75	8	-14	7
CS(=O)(=O)c1nc(S(=O)(=O)c2ccc(Cl)cc2)c(N2CCCCC2)s1	9	2	-0.8	3	28	23	-21	2	5	1
CC(Cc1nnc(SCC(=O)O)n1N)c1ccccc1 (stereo not drawn)	2	3	-9.3	3	15	-3	-21	1	-5	1
COc1ccc(CNC(=O)C2CCC(=O)N2C(C)C)c(OC)c1 (stereo not drawn)	-3	-2	0.6	2	12	-11	10	-4	6	-2
COCCNC(=O)C(c1ccc(C)cc1)N(Cc1cccs1)C(=O)CCC(=O)Nc1ccccn1 (stereo not drawn)	-6	0	0.1	9	26	0	-11	2	1	0
NC(N)=Nc1ccc(N=C(N)N)cc1	-5	3	-1.5	-3	8	-2	-9	-3	5	97*
CCOc1ccc(N2CC(C(=O)Nc3c(C)n(C)n(-c4ccccc4)c3=O)CC2=O)cc1 (stereo not drawn)	-4	-5	-0.2	2	10	-12	2	-2	7	3
CC(=O)Nc1ccc(NC(=O)COC(=O)CCCc2c[nH]c3ccccc23)cc1	-1	0	-0.2	9	29	3	nt	nt	4	nt
CCOC(=O)C1=C(C)NC2=C(C(=O)CCC2)C1c1cccs1 (stereo not drawn)	7	-3	-0.1	2	20	-16	14	0	-10	1
COc1ccccc1-n1c2c(cc(C(=O)N3CCC(C)CC3)c1=O)C(=O)CC(C)(C)C2	-15	25	-0.2	2	14	-14	-32	1	4	2
COc1ccc(NC(=O)CN(C)S(=O)(=O)c2ccc3c(c2)n(C)c(=O)c(=O)n3C)cc1	-5	8	-0.1	16	19	-7	-21	-2	-2	-1
O=C(COc1ccc(F)cc1F)NNC(=O)Nc1cccc([N+](=O)[O-])c1	4	-4	-0.1	2	17	27	-16	-2	nt	3
S=C(NCc1ccco1)Nc1ccc(N2CCOCC2)cc1	-9	2	0.4	-29	20	-6	-46	6	3	3
O=C(CSc1nc(C(F)(F)F)cc(=O)[nH]1)Nc1ccc2c(c1)OCCO2	-2	0	0.0	-49	13	-3	nt	nt	-2	nt
O=S(=O)(c1ccc(N2CCN(Cc3ccc4c(c3)OCO4)CC2)nc1)N1CCOCC1	-2	-7	0.3	3	16	-22	-14	-3	-1	-8
CCOC(=O)/C=C/C(=O)Nc1ccc(S(=O)(=O)N2CCCCCC2)cc1	6	5	-0.8	-7	23	6	22	5	nt	6
O=C(c1ccc(F)cc1)c1cn(Cc2ccc(F)cc2)c2cc3c(cc2c1=O)OCCO3	0	18	-0.3	18	6	5	-13	-5	2	-1
CCCCCCCCCCS(=O)(=O)N/N=C/c1ccc([N+](=O)[O-])cc1	13	-2	-0.2	16	24	39	-23	7	3	0
CCOC(=O)CN(C(=O)c1ccccc1[N+](=O)[O-])C(C)(C)C	-12	-5	0.2	-4	11	-7	0	0	1	0
Cc1nc2sc(C(c3cccs3)N3CCN(c4cccc(Cl)c4)CC3)c(O)n2n1 (stereo not drawn)	0	-2	-0.1	7	16	-12	6	-3	nt	1
Cc1ccc(C)c(NCC(=O)NNC(=S)Nc2ccccc2)c1	5	-2	0.4	6	30	14	-3	0	6	0
CCn1cc(C(=O)N2CCCC2)c(=O)c2cc(S(=O)(=O)N3CC(C)CC(C)C3)ccc21 (stereo not drawn)	-3	6	0.5	-12	nt	-3	-14	-3	5	4
CCCCCCCNC(=O)c1cc(-c2ccncc2)nc2ccccc12	43	-1	-4.8	-5	2	68*	-25	1	-3	3
CCOc1ccccc1NC(=O)NCc1cccnc1	0	15	-2.0	-38	-2	5	-16	2	4	-6
Cc1ccc(S(=O)(=O)n2ccc(-c3cccc(OCc4c(F)cccc4Cl)c3)n2)cc1	-6	4	-0.3	28	15	-1	-12	-1	5	-6
COc1ccc(CNC(=S)N/N=C/c2ccc(OC)c(OC)c2)cc1	16	9	0.7	-8	-7	32	-19	1	8	-2
CNC(=O)c1ccccc1-c1cn(C)c2ccccc2c1=O	-4	-1	-0.4	-9	-4	-12	-28	0	0	-2
O=[N+]([O-])c1ccc(-n2nnnc2-c2ccccc2)c([N+](=O)[O-])c1	244	1	0.4	-2	68	231*	-37	-1	-1	32*
Cc1cc(C)c2c(=O)[nH]c(SCC(=O)c3ccc(C(C)C)cc3)nc2n1	9	9	-0.2	-7	10	24	-21	0	0	1
COc1ccc(C2C(C(=O)/C=C/c3ccco3)=C(O)C(=O)N2CCN2CCOCC2)cc1 (stereo not drawn)	-6	-27	0.4	-19	-2	-16	-3	-2	?	-1
COc1ccc2cc3cc(C(=O)NCCN4CCN(Cc5ccccc5)CC4)oc3nc2c1	5	4	2.0	-33	4	50	-57	9	-230	0
CSCCNCc1cn(-c2ccc(F)cc2F)nc1-c1ccccc1C	3	9	0.2	-1	6	-15	-8	1	-2	0
Cc1onc(-c2c(F)cccc2Cl)c1C(=O)N(C)CCc1ccccn1	-4	10	0.5	-2	5	-1	-23	1	-3	0
O=C(Cn1ccc(C(F)(F)F)n1)Nc1ccc(S(=O)(=O)NCc2ccco2)cc1	0	-2	-0.2	25	0	1	6	0	3	0
O=C(O)CSc1nnnn1-c1ccc2c(c1)OCCO2	23	4	0.4	24	26	70*	-14	5	3	2
CCc1cc([N+](=O)[O-])cc(CC)c1N	-1	-28	0.2	9	-11	15	-18	-3	6	-4
Cc1ccc(S(=O)(=O)CCC(=O)OCC(=O)c2cc(C)ccc2C)cc1	2	-2	0.8	1	22	-3	nt	nt	-5	nt
CCOc1ccc(-c2nnn(CC(=O)N3CCCC(C)C3)n2)cc1 (stereo not drawn)	0	-3	0.0	6	26	18	-16	-3	2	-6
CCOc1ccc(N(CC(=O)Nc2ccccc2F)S(=O)(=O)c2c(C)[nH]c(=O)[nH]c2=O)cc1	-5	1	-0.3	15	15	-1	7	-7	-6	-8
Cc1ccc(SC[C@H](Cc2ccccc2)N2CCN(C)CCC2=O)cc1	4	-2	-0.4	16	13	-2	nt	nt	nt	nt
Cc1ccc(NS(=O)(=O)c2c(C)[nH]c(C)c2C(=O)N2CCCCC2)cc1F	2	11	0.2	2	5	-5	-10	-4	-4	3
CN(C(=O)c1ccccc1F)C(c1ccccc1)c1ccccc1	3	-5	0.8	-9	24	7	-13	-1	2	1
COc1ccc(C)cc1NC(=O)CSc1nnc(-c2cc3cccc(OC)c3o2)n1N	3	1	-0.5	12	18	19	13	-1	6	3
Cc1ccc(NC(=O)CSc2nnc(CNC(=O)C34CC5CC(CC(C5)C3)C4)n2-c2ccc(F)cc2)cc1	6	5	-0.5	6	26	2	5	3	4	1
Cc1onc(-c2ccccc2Cl)c1C(=O)Nc1cccc2cccnc12	4	-12	-0.7	27	-11	4	0	-3	8	3
FC(F)(F)c1cccc(Cc2noc(CN3CCCC(CN4CCCC4)C3)n2)c1 (stereo not drawn)	0	2	0.1	-4	11	-1	-21	-1	7	-8
COCC(C)NC(=O)Cn1c(SCc2ccccc2)nc2ccccc21 (stereo not drawn)	5	7	0.0	17	-12	-10	-43	8	1	1
O=C(NCc1cccnc1)C(=O)NCC(c1ccco1)N1CCN(c2ccc(F)cc2)CC1 (stereo not drawn)	-6	-15	0.0	0	-17	-6	-19	5	-2	2
C/C(=C/c1ccccc1)C(=O)N1CCN(c2ccccc2)CC1	5	-2	-0.5	-22	0	-1	-13	-1	-2	2
CC(=O)NC(CCS(C)(=O)=O)C(=O)Nc1ccc(Cl)c(Cl)c1 (stereo not drawn)	-27	-2	-0.3	-4	45	-42	-16	0	nt	-4
COC(=O)c1ccc(CC(=O)c2c(C)cc(O)cc2O)o1	3	-5	0.0	-7	17	20	-27	1	3	-13
Cc1cccc(NC(=O)CSCC(=O)Nc2cccc3ncccc23)c1	-6	-1	0.1	-11	13	-2	nt	nt	-4	nt
Next section:
SMILES	HSF1 inh	Platelet DG rel	HIF act	aSyn UTR inh	AI-2 QS modul	HSF1 activator	KLF5 inh	HSP90 refold inh	HDAC3 inhib	IEC-6 cytotox
CC(C)c1ccc(-c2nnc(SCC(=O)NC3CC3)n2C)cc1	-1	-28	0.3	-27	6	4	-32	3	2	-5
Cc1nc(-c2ccc(-n3nncc3-c3ccco3)cc2)cs1	-6	2	-0.2	-34	27	0	19	5	?	-1
O=C(Cn1nnc(-c2ccccc2)n1)N/N=C/c1cc([N+](=O)[O-])c(Cl)cc1Cl	-13	7	-0.4	-4	22	5	-16	0	4	-1
Cc1cc(NC(=O)COC(=O)CCNS(=O)(=O)c2c(Cl)cccc2Cl)no1	-6	0	-0.1	2	31	16	-48	-1	3	1
O=C(Nc1cc(=O)[nH]c2ncnn12)c1ccccc1F	6	11	-0.5	8	36	-1	-4	1	nt	3
CC(=O)NCC(=O)N(C)C(C(=O)Nc1ccc2c(c1)OCCO2)c1ccccc1 (stereo not drawn)	-4	-1	-0.2	2	-2	-6	-9	0	-7	0
Cc1nn2cc(-c3ccc(-c4ccccc4)cc3)nc2s1	-7	6	-0.1	2	14	11	-211	1	-8	-7
C=CCNc1cc(=O)n(Cc2ccccc2)c(=O)[nH]1	-6	-10	-0.3	-26	9	0	nt	nt	1	nt
CN(C)C(=O)N1CCCC(C(=O)NCc2ccccc2)C1 (stereo not drawn)	1	14	0.3	7	12	-3	-22	-1	-2	2
O=C(NNC(=O)C1CCN(Cc2ccc(Cl)c(Cl)c2)CC1)c1cccs1	1	5	-0.6	5	8	8	-6	1	5	-6
O=C(OCC(=O)N1CCN(C(=O)c2ccco2)CC1)C1=COCCO1	-4	2	-0.5	23	36	0	-13	-3	-2	-5
CC1CCN(C(=O)c2ccc(-n3cnnn3)cc2)CC1	0	3	-0.4	2	10	13	-17	-2	-4	-4
O=C(CN(Cc1ccccc1)S(=O)(=O)c1ccc(F)cc1)NCc1ccncc1	0	6	0.3	-28	0	9	-5	-4	-5	4

Compounds as they come; any-hit rate near 5%.
